Compound activity as filed in PubChem BioAssay.
M. tuberculosis: growth inhibition of non-replicating M. tuberculosis (AID 488890) | inhibition, % at 25 µM; hits with a dose series show IC50 in µM | Mycobacterium tuberculosis non-replicating, growth inhibition; higher % means a stronger effect | hit rate 0.39% among 320,000; in the data active = a potency from the dose series; inconclusive = inhibition mostly from about 82% at the one dose, without a potency; inactive = the rest, 99 in 100 with inhibition below about 76%;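 also: plate controls were DMSO cells for no effect and high antibiotic wells for full effect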
VEEV TC-83 Vero: inhibitors of VEEV TC-83 cytopathic effect, confirmation, Vero cells (AID 588727); Vero cells, VEEV TC-83 cytopathic effect inhibition; higher % means a stronger effect; inhibition, % at 20 µM, or IC50 in µM where a hit was titrated; hit rate 0.13% among 350,000; in the data active = a potency from the dose series; inconclusive = inhibition mostly from about 14% at the one dose, without a potency; inactive = the rest, 99 in 100 with inhibition below about 12%; also: strong numbers were not always called active
M. tuberculosis HTS: M. tuberculosis growth inhibition, HTS (AID 449762); hit rate 0.59% among 330,000; inhibition, % at 25 µM; hits with a dose series show IC50 in µM; M. tuberculosis H37Rv growth inhibition, 7H9 media; higher % means a stronger effect; in the data active = a potency from the dose series; inconclusive = inhibition above about 70% without an active follow-up result;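 also: bacterial growth assessed after seven days of incubation; strong numbers were not always called active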
H1N1 NS1A inhibition: H1N1 influenza NS1A inhibitors, functional cell based assay (AID 504329). NS1A functional cell-based assay, percent inhibition; higher % means a stronger effect. inhibition, % at 12.5 µM, or IC50 in µM where a hit was titrated. hit rate 0.3% among 340,000; in the data active = a potency from the dose series; inconclusive = inhibition above about 27% without an active follow-up result; also: strong numbers were not always called active
Salmonella PhoP GFP: PhoP regulon inhibitors, Salmonella typhi PhoP promoter GFP reporter, confirmatory (AID 1850). hit rate 0.33% among 310,000. one-dose inhibition, % at 50 µM; IC50 in µM for titrated hits. Salmonella Typhi PhoP-promoter GFP reporter, fluorescence, 4 h; higher % means a stronger effect; in the data active = a potency from the dose series; inconclusive = inhibition mostly from about 25% at the one dose, without a potency; inactive = the rest, 99 in 100 with inhibition below about 19%;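 also: 0% = induced wells with vehicle and 100% = uninduced wells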
VEEV TC-83 Vero 10K pilot screen: also measured in VEEV TC-83 Vero; calls as there; inhibition, %; measured here: 10K pilot screen inhibition
* hit, by the source's call; i = inactive; ? = inconclusive; . = no result given.

SMILES | M. tuberculosis | VEEV TC-83 Vero | M. tuberculosis HTS | H1N1 NS1A inhibition | Salmonella PhoP GFP | others
COC(=O)c1ccccc1NC(=O)C1CCCN(c2nnc(-n3cccc3)s2)C1 (centres undefined) | 25% | 9.6% | ? | -3% | -6%
O=C(c1cccs1)c1coc2ccc(O)c(CN(CCO)CCO)c12 | 10% | i | -4% | -10% | 8%
CC(=O)Nc1ccc(S(=O)(=O)Nc2ccc3c(c2)OCCO3)cc1Cl | -6% | 0.6% | 6% | . | 6%
Cc1oc(-c2ccccc2)nc1CN1C(=O)C(C)N=C(c2ccccc2F)c2cc(Cl)ccc21 (centres undefined) | . | 8.4% | -17% | 5% | -6%
COc1ccc2nc(SCc3cccc(C)c3)nc(C)c2c1 | 12% | 0.8% | -4% | 0% | 2%
COC(=O)CCC(=O)Nc1ccc(S(=O)(=O)N2CCc3ccccc32)cc1 | 3% | 0.7% | 0% | -6% | -6%
CCN(CC)S(=O)(=O)c1ccc(NC(=S)NC(=O)C2CCC2)cc1 | . | 2.9% | . | -10% | .
Cn1cc(CN2CCN(CCc3ccccc3)C(CCO)C2)cn1 (centres undefined) | 20% | 0.0% | 3% | -9% | -9%
CC(=O)N1CCc2cc(S(=O)(=O)CCC(=O)Nc3cc(C)cc(C)c3)ccc21 | -17% | i | -1% | 7% | -15%
CCOc1ncccc1C(=O)N1CCCSC1=Nc1ccccc1OC | 5% | 0.5% | 6% | 1% | -1%
CCOC(=O)C1(CCOC)CCN(Cc2ccc(C3CCCCO3)s2)CC1 (centres undefined) | 0% | 0.5% | -2% | -4% | 5%
Cc1cc(SCc2ccc(C(F)(F)F)cc2)nc(=O)[nH]1 | 54% | 1.9% | 12% | -1% | -1%
CCOC(=O)c1c(N)sc(C(=O)N(C)C)c1C | -4% | 1.7% | 0% | 4% | 5%
Cc1cccn2c(CN3CCSCC3)c(C(=O)N3CCOCC3)nc12 | -1% | 0.8% | -7% | 2% | -7%
COc1cccc(CC(=O)Nc2ccc(N3CCOCC3)c(S(=O)(=O)Nc3ccccc3OC)c2)c1 | . | 7.7% | . | 8% | .
CCC(C(=O)N1C[C@H]2C[C@@H](C1)c1cccc(=O)n1C2)c1ccccc1 (some centres undefined) | -22% | 0.5% | -3% | 5% | 1%
Cc1nn(-c2ccccc2)c2nc(=O)n(-c3ccccc3)cc12 | -10% | 0.2% | -4% | 21% | 3%
CCCOc1ccc(C(=O)CCCC(=O)c2ccc(OCCC)cc2)cc1 | 78% | i | 19% | -5% | -4%
COc1ccccc1NS(=O)(=O)c1cc(C(=O)N2CCCCCCC2)ccc1C | 23% | 2.1% | 14% | 7% | 2%
C=CCn1c(C(C)NC(=O)c2cccc(C)c2)n[nH]c1=S (centres undefined) | -36% | i | 2% | 8% | -2%

Not a retest: an excerpt of the list.
SMILES | M. tuberculosis | VEEV TC-83 Vero | M. tuberculosis HTS | H1N1 NS1A inhibition | Salmonella PhoP GFP | others
COC(=O)c1ccccc1NC(=O)C1CCCN(c2nnc(-n3cccc3)s2)C1 (centres undefined) | 25% | 9.6% | ? | -3% | -6%
O=C(c1cccs1)c1coc2ccc(O)c(CN(CCO)CCO)c12 | 10% | i | -4% | -10% | 8%
CC(=O)Nc1ccc(S(=O)(=O)Nc2ccc3c(c2)OCCO3)cc1Cl | -6% | 0.6% | 6% | . | 6%
Cc1oc(-c2ccccc2)nc1CN1C(=O)C(C)N=C(c2ccccc2F)c2cc(Cl)ccc21 (centres undefined) | . | 8.4% | -17% | 5% | -6%
COc1ccc2nc(SCc3cccc(C)c3)nc(C)c2c1 | 12% | 0.8% | -4% | 0% | 2%

More records.
SMILES | M. tuberculosis | VEEV TC-83 Vero | M. tuberculosis HTS | H1N1 NS1A inhibition | Salmonella PhoP GFP | others
C=CCOc1ccc(CNC(C)(C)CO)cc1OC | -11% | i | 5% | -2% | -8%
COc1ccc(-n2nc(C(=O)NCC(=O)NCCCN3CCOCC3)c3ccccc3c2=O)c(OC)c1 | -26% | 4.6% | 1% | -1% | 3%
CC(C)NC(=O)/C(=C/c1cn(-c2ccccc2)nc1-c1cccc([N+](=O)[O-])c1)NC(=O)c1ccccc1 | 17% | 0.5% | -8% | -7% | -2%
CC(C#N)(NC(=O)CN1CCN(S(=O)(=O)c2ccccc2C#N)CC1)C1CC1 (centres undefined) | 1% | 1.2% | -12% | -1% | .
CCN(CC)CCN(C(=O)/C=C/c1cccs1)c1nc2ccc(Cl)cc2s1 | 18% | i | 6% | 2% | 3%
COc1ccc(C(=O)NCc2ccccc2OC)c(OC)c1 | 15% | i | 0% | -13% | -2%
CC(C)NCC(O)Cn1c2c(c3ccccc31)CCc1c-2cnn1-c1ccccc1 (centres undefined) | ? | i | ? | 18% | -7%
O=C(NCc1cccnc1)c1nc(-c2cccs2)no1 | -27% | 0.3% | -2% | 2% | -3%
COc1ccccc1-n1cnnc1SCC(=O)c1cc(C)n(Cc2cccs2)c1C | 36% | i | -10% | 6% | 0%
CCCCC(=O)Nc1cccc(-c2cn3ccccc3n2)c1 | -1% | 0.3% | -4% | -1% | -6%
O=C(CSCCc1ccccn1)Nc1cccnc1Cl | . | 5.8% | . | 2% | -3%
COc1cccc(CC(=O)NC2CCCN(Cc3ccccc3F)C2)c1 (centres undefined) | -18% | 0.8% | -1% | -6% | 1%
Cc1ccccc1CC(=O)NCc1cccnc1 | -3% | i | 6% | 21% | -1%
OC1CCN(Cc2cccc3ccccc23)CC1 | -6% | 0.3% | 5% | 1% | 8%
O=C(NO)c1ccccc1C(F)(F)F | -1% | i | -6% | 1% | 9%
CC(C)N1CCN(Cc2cc(F)ccc2-n2cccn2)CC1CCO (centres undefined) | 7% | 0.7% | -3% | 0% | -7%
CC(=O)Nc1ccc(NC(=O)CC2Nc3cccc4cccc(c34)NC2=O)cc1 (centres undefined) | 0% | 9.1% | 4% | 1% | -5%
COc1ccc(N(CC(=O)NCc2ccccc2OC)S(=O)(=O)c2ccc(C)cc2)cc1Cl | 29% | 4.0% | 15% | -4% | -5%
Cc1ccc(NC(=O)CCn2c(=S)oc3ccccc32)cc1 | 10% | 0.3% | 7% | -18% | -12%
CCc1nc(C)cn1S(=O)(=O)c1cc([N+](=O)[O-])ccc1Cl | 42% | 9.9% | 60% | 2% | -5%

In the list so far, 3 have two or more sulfur atoms:
SMILES | M. tuberculosis | VEEV TC-83 Vero | M. tuberculosis HTS | H1N1 NS1A inhibition | Salmonella PhoP GFP | others
CCN(CC)S(=O)(=O)c1ccc(NC(=S)NC(=O)C2CCC2)cc1 | . | 2.9% | . | -10% | .
CCN(CC)CCN(C(=O)/C=C/c1cccs1)c1nc2ccc(Cl)cc2s1 | 18% | i | 6% | 2% | 3%
COc1ccccc1-n1cnnc1SCC(=O)c1cc(C)n(Cc2cccs2)c1C | 36% | i | -10% | 6% | 0%

Later entries:
SMILES | M. tuberculosis | VEEV TC-83 Vero | M. tuberculosis HTS | H1N1 NS1A inhibition | Salmonella PhoP GFP | others
Cn1nc(C(F)(F)F)c2cc(C(=O)NC3CC3)sc21 | 21% | i | 2% | -10% | -25%
CN(Cc1cccnc1)Cc1cn(C)nc1-c1ccc(Oc2ccccc2)cc1 | 33% | 5.0% | -2% | -3% | 18%
Cc1cccc(C(C#N)c2nc3ccccc3nc2C(F)(F)F)c1 (centres undefined) | 6% | 4.2% | 1% | 3% | 5%
CC(=O)c1ccc(OCC(=O)OCC(=O)N(CC(C)C)c2c(N)n(Cc3ccccc3)c(=O)[nH]c2=O)cc1 | . | 0.4% | . | -1% | .
O=C(CNC(=O)Cc1ccccc1)N=Nc1c(O)[nH]c2ccccc12 | 3% | 1.4% | -5% | 9% | 3%
Cc1c(C=NNc2ccccc2)[nH]c(=O)[nH]c1=O | . | 7.9% | . | 7% | .
Nc1ccccc1C=C1Cc2ccccc2C1=O | . | 2.3% | . | -15% | .
Brc1ccc2cccnc2c1 | -6% | 0.5% | 0% | 1% | 9%
C/C(=N\OC(=O)c1ccc(Cl)c(Cl)c1)c1sc(C)nc1C | 78% | 0.2% | 11% | -3% | -9%
CC(=O)N1c2ccccc2[C@H](C)[C@H]1C | -23% | 2.5% | -11% | -1% | .
Cc1ccccc1NC(=S)N(CCCN1CCCCC1)Cc1ccco1 | -18% | i | -3% | 18% | -4% | VEEV TC-83 Vero 10K pilot screen=0.0
COc1cc(/C=N/n2nnnc2N)cc(Cl)c1OC | 8% | 1.1% | 0% | 1% | 6%
CCOC(=O)c1nn(-c2ccc(OCC)cc2)c2nc(-c3cccc(OC)c3)c(C#N)c(=O)n12 | 22% | 1.5% | -18% | -2% | -12%
S=C1c2ccccc2CN1c1ccccc1 | -3% | 0.9% | 2% | -11% | 11%
COc1ccc(S(=O)(=O)N2CCCCCC2)cc1NC(=O)CCCOc1ccccc1 | 20% | i | -4% | -9% | .
COc1ccc(CCc2nc(-c3cccs3)no2)cc1 | 78% | 0.3% | 9% | -26% | -7%
Cc1noc(C)c1C(=O)Nc1nc(C23CC4CC(CC(C4)C2)C3)cs1 | 0% | 1.0% | -6% | 2% | -10%
Cn1nnnc1SCC(=O)Nc1ccc(Cl)cn1 | -2% | 1.7% | -13% | -9% | -8%
Cc1cc2oc(=O)cc(CN3CCCCC3C)c2cc1C (centres undefined) | 21% | 1.1% | 3% | 3% | -5%
NC(=O)CC(NC(=O)c1cccc(Br)c1)c1ccc(NC2CCC2)c([N+](=O)[O-])c1 (centres undefined) | 5% | 0.1% | 1% | -4% | 19% | VEEV TC-83 Vero 10K pilot screen=0.0
CC[n+]1c(C)sc2c(C)cc(C)cc21 | 28% | 0.8% | -2% | 1% | -8%
O=C(NCc1ccncc1)c1ccc(S(=O)(=O)Nc2ccccc2)cc1 | 17% | 1.9% | -5% | -3% | -10%
Cc1c(C)c2c(OCC(=O)N3CCC(C(=O)O)CC3)cc3c(c2oc1=O)CCC(C)(C)O3 | 9% | i | 2% | -1% | 1%
NS(=O)(=O)c1ccc(CNC(=O)/C=C/c2ccccc2[N+](=O)[O-])cc1 | 18% | 1.1% | -1% | 2% | 8%
COC(=O)C1=C(C)N(Cc2ccccc2)C(=NCCc2c[nH]c3ccccc23)N[C@H]1c1ccccc1 | ? | 3.5% | ? | 7% | .
Cc1ccc2[nH]cc(CCNC(=O)c3cccnc3)c2c1 | 5% | 0.6% | 9% | -5% | 25%
CCn1c(SCC(=O)NCC2CCCO2)nc2c(c1=O)SC(C)C2 (centres undefined) | -9% | 1.0% | -10% | 38% | -6%
CC1(C(=O)NC2CCCCCC2)CCC(=O)N1Cc1ccc2c(c1)OCO2 (centres undefined) | -6% | 1.3% | -5% | -4% | -3% | VEEV TC-83 Vero 10K pilot screen=0.0
C=CCc1ccc(OCCOc2cccc(/C=N/n3cnnc3)c2)c(OC)c1 | 22% | 6.6% | 6% | -2% | 5%
O=C(COc1cccc2ccccc12)NNC(=O)c1cnccn1 | ? | 1.1% | ? | -10% | -1%
O=C1C(=O)N(CNc2ccccn2)c2ccccc21 | 8% | 7.4% | -4% | -6% | 2%
COc1ccccc1N(C(C)=O)c1nc(C)cc(C)c1C#N | -3% | i | 7% | -6% | -3%
C#CCNc1ccc([N+](=O)[O-])cc1 | 41% | i | 8% | 0% | -7%
Cc1ccc(C(=O)NC(C)c2ccc(S(N)(=O)=O)cc2)s1 (centres undefined) | . | 0.1% | -5% | -2% | -4%
Cc1nnsc1Sc1cccc(C(F)(F)F)c1 | 14% | 4.1% | -8% | 4% | 0%
CCn1c(SCc2ccccc2Cl)nc2ccccc21 | 18% | 3.7% | 10% | -8% | 8%
Cc1ccc(-c2nn(Cc3ccccc3)cc2C=O)cc1C | 16% | 0.2% | -2% | -8% | -26% | VEEV TC-83 Vero 10K pilot screen=0.0
C=CCNS(=O)(=O)c1ccc(OCC(=O)OCC)cc1 | 6% | 0.3% | 6% | 4% | -11%
CC(C)Cn1cnc2c(c(-c3ccccc3)c(-c3ccccc3)n2Cc2ccco2)c1=N | ? | i | ? | 15% | 2%
CC(C)C(=O)Nc1ccc2oc(-c3cc(F)c(F)cc3Cl)nc2c1 | -6% | i | 10% | 3% | -22%
Cn1c(C(=O)O)c(CC(=O)N2CCN(Cc3ccccc3)CC2)c2ccccc21 | -7% | 0.6% | -4% | 6% | -12%
COC(=O)[C@@]1(Cc2ccccc2)[C@H]2C(=O)N(C)C(=O)[C@H]2[C@H]2CN=C(SCc3ccc(C#N)cc3)N21 | . | i | . | -17% | .
O=C(CN1CCN(c2ncccn2)CC1)N1CCc2ccccc21 | -9% | 1.1% | 4% | -5% | -3%
N#Cc1c(-c2ccc(Cl)cc2)c(-c2ccc(Cl)cc2)nn(CCOC(=O)CCC(=O)O)c1=O | . | 2.0% | . | -4% | .
CCOC(=O)C(=O)Nc1sc(C(=O)N(CC)CC)c(C)c1C#N | -4% | 0.3% | -3% | -5% | 10%
